Screens from PubChem.
DENV2 CPE rescue – protects cells from dengue virus 2 cytopathic effect. DENV2-infected cells, cytopathic effect rescue, plate reader. CPE inhibition, % at 9.99 µM. hit rate 1.7% among 350,000. AID 651640; in the data active = CPE inhibition above about 20%, passing the limit was not always enough; inconclusive = no clear call, values can overlap the other calls; tested in BHK-21 cells;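 also: 0% = median of neutral control wells and 100% = median of positive control wells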
EWS-Fli block – blocks EWS/Fli oncoprotein-driven transcription. A673 NR0B1-luciferase reporter, viability-normalised. inhibition, % at 12.6 µM. hit rate 0.67% among 350,000. AID 651661;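 active = mean inhibition of at least 50% after viability correction, with every replicate also passing that limit; inconclusive = mean reaches 50% but only one of two replicates passes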;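 also: firefly luciferase signal divided by Alamar Blue viability fluorescence both relative to DMSO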
INS-1E GSIS act – primary screen for activators of insulin secretion dependent on glucose, INS-1E cells, GLuc reporter luminescence | INS-1E GLuc reporter insulin secretion, 2-3 h | activation, % at 16.6 µM | hit rate 0.61% among 370,000;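 active = lowest replicate activation of at least 40%, so every replicate reaches that level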;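 also: 0% = median of neutral control wells and 100% = median of IBMX positive control wells; some compounds called inactive have numbers as strong as hits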
XiGFP reactiv – activators of X-chromosome reactivation in mouse fibroblasts; activation, % at 7.58 µM; XiGFP mouse fibroblasts, % GFP-positive cells imaging, 3 d; cells co-treated with 5-aza-dC sensitizer; scaled so ellipticine positive control = 100%; hit rate 0.055% among 360,000;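 active = mean normalized replicate activation at least 10% and every replicate at or above 10%; inconclusive = only one of the two criteria met; inactive = mean below 10% and not all replicates reach 10%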;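 also: 0% = median of on-plate neutral control wells and 100% = ellipticine 6 µM median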
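Material: XiGFP fibroblasts, SV40-immortalized. Buffer or medium: DMEM plus 5-aza-dC sensitizer. Compound: single concentration per compound, delivered by pin transfer. Times: 3 days compound exposure. Controls: ellipticine 6 µM.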
ERp5 inh – ERp5 (human) disulfide isomerase inhibition. ERp5 insulin aggregation, absorbance 650 nm, 90 min. inhibition, % at 9.99 µM. hit rate 0.05% among 350,000. AID 651711;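 active = mean replicate inhibition above about 25%, with every replicate also reaching it, limit read from the data, passing the limit was not always enough; inconclusive = only one of those two criteria met; inactive = neither criterion met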
Target sequence (Q15084 whole entry, looked up): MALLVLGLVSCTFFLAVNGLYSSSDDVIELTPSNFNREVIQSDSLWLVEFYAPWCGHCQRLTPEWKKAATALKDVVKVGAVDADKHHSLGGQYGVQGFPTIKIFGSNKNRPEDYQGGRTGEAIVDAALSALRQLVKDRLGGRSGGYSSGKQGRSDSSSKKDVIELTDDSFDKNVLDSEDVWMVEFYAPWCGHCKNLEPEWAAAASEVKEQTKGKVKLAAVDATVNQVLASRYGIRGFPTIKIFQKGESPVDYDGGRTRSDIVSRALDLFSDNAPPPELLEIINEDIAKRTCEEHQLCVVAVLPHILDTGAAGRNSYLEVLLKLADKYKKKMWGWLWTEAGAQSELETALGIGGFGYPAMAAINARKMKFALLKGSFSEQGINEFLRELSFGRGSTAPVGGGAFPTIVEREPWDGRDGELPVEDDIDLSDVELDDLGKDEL
PAX8 inh HTS – lowers PAX8-driven luciferase in RMG-I cells | AID 652154 | RMG-I TPO-luciferase reporter, SteadyGlo, 24 h | hit rate 1.2% among 360,000 | inhibition, % at 12.6 µM;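 active = mean replicate inhibition at least 60% with every replicate also reaching 60%; inconclusive = only one of the two criteria is met; inactive = mean below 60% and not all replicates reaching 60%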;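 also: luciferase light reporting Pax8 driven TPO promoter activity; plate controls were median of neutral control wells for no effect and mitoxantrone controls for full effect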
CFTR F508del cor – correctors of CFTR F508del function in bronchial epithelial cells. CFBE cells, YFP halide quenching; stimulated with forskolin plus potentiator P3; % fluorescence drop versus neutral controls. activity (quench increase), % at 7.58 µM. hit rate 0.36% among 350,000. AID 720511;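 active = mean added fluorescence quench of at least 8% versus neutral control, with both replicates also reaching 8%; inconclusive = only one of the mean or replicate conditions met; inactive = mean below 8% and not both replicates reaching 8%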;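 also: cells transiently co-express mutant CFTR-F508del with the halide-sensitive YFP; corrector assay measuring rescue of mutant channel to the surface after 24 h compound exposure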
ARNT TACC3 PPI – disruptors of human ARNT/TACC3 interaction | Q9Y6A5 | AlphaScreen His-ARNT PAS-B/GST-TACC3 binding, luminescence; TACC3 fragment carries E629A point mutation | inhibition, % at 9.99 µM | hit rate 0.66% among 390,000 | AID 623870;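 active = mean inhibition of replicates at least 50% and at least half of replicates each reaching 50%; inconclusive = half or more replicates reach 50% but mean below 50%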;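 also: 0% = complete ARNT plus TACC3 wells and 100% = ARNT alone without TACC3; many hits fall short of the cut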
Active calls of the source: *; ? = inconclusive; / = no result given; & = joins results of further samples; ! = a repeat was not active. Compounds as they come; any-hit rate near 4.2%.

SMILES	DENV2 CPE rescue	EWS-Fli block	INS-1E GSIS act	XiGFP reactiv	ERp5 inh	PAX8 inh HTS	CFTR F508del cor	ARNT TACC3 PPI
COc1ccc(C2C(C(=O)c3ccccc3)=C(C)Nc3nc4ccccc4n32)c(OC)c1 (stereo not drawn)	11	9	/	0.0	-6	4	0.6	1
C[C@@H]1CN([C@H](C)CO)C(=O)c2cc(NS(=O)(=O)c3ccc(Cl)cc3)ccc2O[C@H]1CN(C)C(=O)Nc1cccc2ccccc12	1	8	-10	0.0	9	15	-2.4	3
CN(C)CCN1CCN(C2CN(Cc3cn(Cc4ccccc4C(F)(F)F)nn3)S(=O)(=O)C2)CC1 (stereo not drawn)	-6	-10	-9	0.0	0	-6	3.7	/
Cc1noc(C)c1C(=O)NC(C)c1ccc(Cl)cc1Cl (stereo not drawn)	-3	-7	1	0.1	-5	1	1.1	-3
COc1ccccc1CN1CC(C(=O)N(CCO)Cc2cccs2)CCC1=O (stereo not drawn)	1	/	3	0.0	-2	3	1.3	-4
Cc1cccc(N2CCN(C(=O)c3ccc4c(=O)[nH]c5c(C(=O)NC6CCCC6)sc(=S)n5c4c3)CC2)c1C	8	3	0	0.0	1	-6	2.2	/
CO[C@H]1CN(C)C(=O)c2cc(NC(=O)C3CC3)ccc2OC[C@@H](C)N(Cc2cncnc2)C[C@H]1C	-1	-6	-6	0.6	1	5	4.6	-11
O=C(NCc1ccccc1)C(c1ccco1)N1CCN(CCN2CCOCC2)CC1 (stereo not drawn)	-3	-6	13	0.2	6	-2	1.7	/
C[C@H]1CCCCO[C@@H](CN(C)C(=O)Nc2ccc(C(F)(F)F)cc2)[C@@H](C)CN([C@@H](C)CO)C(=O)c2cc(NS(C)(=O)=O)ccc2O1	-5	3	3	-1.0	-3	-18	1.3	3
Cc1cnc(C(=O)NCC(=O)Nc2ccccc2Br)cn1	3	-12	24	0.4	2	-25	-2.5	-1
O=C(c1cccs1)N1CCC(c2nc3c(nnn3Cc3c(Cl)cccc3Cl)c(=O)[nH]2)CC1	0	6	-28	-0.1	2	10	-0.1	-27
COc1cc2oc(=O)cc(-c3ccc(-c4ccc(N(C)C)cc4)cc3)c2c(OC)c1OC	9	-12	/	0.1	-2	-40	-3.9	4
C=C1[C@H](C)CN[C@H]1CCO	?	-1	16	0.2	6	-32	-2.0	-1
O=C1OC(c2ccc3ccccc3c2O)(c2ccc3ccccc3c2O)c2ccccc21	8	-35	-6	0.0	9	-35	-0.3	/
CCOC(=O)C1=C(N)Oc2ccc3ccccc3c2C1c1ccc(O)c(OC)c1 (stereo not drawn)	0	13	-7	0.0	2	9	0.5	2
CCCCC(=O)N(CCOC)c1nnc(-c2ccccc2C)s1	-6	-1	3	0.0	1	-10	/	-4
O=C(Nc1ccccn1)c1cccc(S(=O)(=O)N2CCCC2)c1	2	-8	/	0.0	2	/	2.1	1
CC1CCCCN1C(=O)c1cc(S(=O)(=O)N2CCOCC2)ccc1Cl (stereo not drawn)	0	1	31	1.1	1	3	0.1	/
CCCCn1nnnc1C1(C)CCC(=O)N1Cc1ccc(F)cc1 (stereo not drawn)	/	-17	0	0.2	3	-13	0.5	/
CCN(c1ccccc1)S(=O)(=O)c1ccc(Cl)c(NC(=O)Nc2ccc(Cl)cc2C#N)c1	-7	-5	-33	0.0	-3	10	-2.9	13
Cc1ccc(S(=O)(=O)NCCC(=O)N2CCCC(C)C2)cc1 (stereo not drawn)	0	-1	2	0.1	5	-8	-0.6	-4
C[C@H]1CCCCO[C@@H](CN(C)C(=O)Nc2ccc(F)cc2)[C@@H](C)CN([C@@H](C)CO)C(=O)c2cc(NS(=O)(=O)c3ccccc3)ccc2O1	-12	-4	-15	-1.2	5	0	-0.3	10
CCOc1ncccc1C(=O)N1CCN(C(c2ccccc2)c2ccccc2)CC1	-1	23	-27	0.1	-2	5	-3.0	1
Cc1ccc(CCC(=O)Nc2ccc(C#N)cc2)o1	13	-5	/	-0.1	-5	-10	-0.8	13
CCc1noc(C)c1C(=O)OCC(=O)Nc1c(F)cccc1F	-5	-9	15	-0.1	-3	-13	1.3	-6

Next section.
SMILES	DENV2 CPE rescue	EWS-Fli block	INS-1E GSIS act	XiGFP reactiv	ERp5 inh	PAX8 inh HTS	CFTR F508del cor	ARNT TACC3 PPI
O=C(C[C@H]1CC[C@H]2[C@@H](COC[C@@H](O)CN2S(=O)(=O)c2cccc(Cl)c2)O1)N1CCCCC1	2	-4	2	0.0	3	-5	-0.7	8
CCC(CC)c1nnc(NC(=O)Cc2ccccc2[N+](=O)[O-])s1	1	9	-14	0.0	12	26	1.1	/
CN(CC(=O)Nc1cccc(F)c1)C(=O)/C=C/c1ccc(Br)s1	-2	-3	-4	0.1	3	-13	-4.2	-4
Cc1cc(C)c2c(=O)c(C#N)coc2c1	?	3	-26	0.2	-2	-5	1.1	1
COc1cc(CN2[C@@H]3CNC[C@H]2C3c2ccc(/C=C/c3ccccc3)cc2)cc(OC)c1 (stereo partly drawn)	?	14&16	49*!	0.1&0.0	1&0	-11&-102	-2.3&-3.7	/
O=C(NC[C@H]1[C@@H](c2ccccc2)[C@H](CO)N1CC1CC1)c1cccnc1	-8	2	6	0.0	-4	0	1.1	8
Cn1c(=O)c2c(SCC(=O)N3CCOCC3)nc(C3CC3)nc2n(C)c1=O	7	0	-6	0.4	18	14	-1.8	-2
Cc1ccc(NC(=S)Nn2cnnc2)cc1	1	-6	10	0.0	2	22	2.5	/
CC(=O)NC[C@H]1[C@@H](c2ccc(C3=CCCC3)cc2)[C@@H](CO)N1C(=O)CN(C)C	14	/	9	0.3	6	/	-0.5	/
CCCN(CC(=O)Nc1ccccc1OC)C(=O)c1cccc(S(=O)(=O)Nc2ccc(OC)cc2)c1	10	-1	-30	0.0	1	0	0.8	6
COc1cc(/C=N/NC(=S)Nc2cccc(S(=O)(=O)N(C)C)c2)ccc1O	/	/	5	0.2	/	-18	/	20
Cc1cccc(-n2c(-c3csc(C)c3)n[nH]c2=S)c1	-4	10	6	/	3	/	1.6	16
O=C(C[C@H]1C[C@H]2c3cc(NC(=O)Cc4ccncc4)ccc3O[C@H]2[C@H](CO)O1)NCc1ccccn1	/	3	-12	0.1	-11	-9	-1.4	/
COc1ccc2c3c(n(C)c2c1)[C@H](CO)NCC31CCN(C(=O)Nc2ccccc2F)CC1	-5	9	18	0.2	-9	/	0.4	/
O=C(C[C@H]1CC[C@@H](NS(=O)(=O)c2ccc(F)cc2)[C@@H](CO)O1)N1CCC(Cc2ccccc2)CC1	0	2	10	0.1	1	-5	-0.2	-14
O=[N+]([O-])c1ccccc1S(=O)(=O)N1CCN(Cc2ccccc2)CC1	3	7	-9	0.0	2	15	-1.9	-5
COc1ccc(/C=C/C(=O)OCC(=O)Nc2ccc(N3CCOCC3)cc2)cc1	-2	8	6	0.2	-1	3	-0.9	2
Cc1ccc(S(=O)(=O)Nc2ccc3c(c2)CC(=O)N([C@@H](C)CO)C[C@H](C)[C@H](CN(C)C(=O)Nc2cccc4ccccc24)O3)cc1	-5	18	-13	-0.2	7	9	-4.1	-3
CCOC(=O)CC1C(=O)NCCN1Cc1cccs1 (stereo not drawn)	-16	9	-3	0.2	-4	18	-0.6	-8
COc1ccc(OCCC(=O)Nc2cc3c(cc2C(=O)O)OCCCO3)cc1	-2	13	11	0.4	3	-1	-0.4	4
Cc1ccc(C2CC(c3cccs3)=NN2C(=O)c2ccco2)o1 (stereo not drawn)	7	5	0	0.0	-2	19	2.6	-5
CCN1C(=O)[C@@H]2[C@@H](c3ccc(-c4ccc(Cl)c(Cl)c4)cc3)N3CCCC[C@@]3(C(=O)OC)[C@@H]2C1=O	-12	-6	/	0.0	9	3	3.5	11
Cc1ccc(/C=C/C(=O)OCC(=O)NC(C)c2ccccc2)o1 (stereo not drawn)	-2	1	/	0.1	1	3	-7.5	1
C[C@@H]1CN([C@@H](C)CO)C(=O)c2cccc(N(C)C)c2O[C@@H]1CN(C)Cc1ccc(-c2ccccc2)cc1	-5	/	9	0.0	-2	-1	-0.2	0
O=C(NC1CCC(O)CC1)c1cc(-c2ccc(Cl)cc2)nc2ccccc12 (stereo not drawn)	-10	-15	/	0.4	-3	14	0.3	1

Overlap with the part before: six entries; new compounds follow.
SMILES	DENV2 CPE rescue	EWS-Fli block	INS-1E GSIS act	XiGFP reactiv	ERp5 inh	PAX8 inh HTS	CFTR F508del cor	ARNT TACC3 PPI
COc1ccc(OCCC(=O)Nc2cc3c(cc2C(=O)O)OCCCO3)cc1	-2	13	11	0.4	3	-1	-0.4	4
Cc1ccc(C2CC(c3cccs3)=NN2C(=O)c2ccco2)o1 (stereo not drawn)	7	5	0	0.0	-2	19	2.6	-5
CCN1C(=O)[C@@H]2[C@@H](c3ccc(-c4ccc(Cl)c(Cl)c4)cc3)N3CCCC[C@@]3(C(=O)OC)[C@@H]2C1=O	-12	-6	/	0.0	9	3	3.5	11
Cc1ccc(/C=C/C(=O)OCC(=O)NC(C)c2ccccc2)o1 (stereo not drawn)	-2	1	/	0.1	1	3	-7.5	1
C[C@@H]1CN([C@@H](C)CO)C(=O)c2cccc(N(C)C)c2O[C@@H]1CN(C)Cc1ccc(-c2ccccc2)cc1	-5	/	9	0.0	-2	-1	-0.2	0
O=C(NC1CCC(O)CC1)c1cc(-c2ccc(Cl)cc2)nc2ccccc12 (stereo not drawn)	-10	-15	/	0.4	-3	14	0.3	1
C[C@H](CO)N1C[C@H](C)[C@H](CN(C)CC2CCCCC2)Oc2ccc(NC(=O)CCN3CCOCC3)cc2C1=O	4	1	6	-0.2	-1	0	2.1	-3
CC(=O)N1CC2(CC(c3ccc(Cl)cc3Cl)=NO2)CN1c1cccc(Cl)c1 (stereo not drawn)	10	-1	-6	0.0	7	-27	2.3	/
CCCNC(=O)NC(=O)CSc1ccc(C)cc1C	10	-1	3	0.0	6	1	1.0	0
O=C(Nc1cc(F)cc(F)c1)c1ccc(NCCc2ccccc2)c([N+](=O)[O-])c1	/	/	23	4.7	/	4	/	0
C[C@H](NC(=O)[C@H]1[C@H](CO)[C@H]2Cn3c(cccc3=O)[C@H]2N1S(C)(=O)=O)c1ccccc1	-1	-11	0	0.4	2	0	/	0
C[C@H](CO)N1C[C@H](C)[C@@H](CN(C)Cc2ccc(-c3ccccc3)cc2)Oc2ccc(NC(=O)CCCN(C)C)cc2CC1=O	5	5	5	0.0	0	6	-0.5	32
N#CCn1c2ccccc2c2nc3ccccc3nc21	3	-16	-8	0.0	7	-22	1.2	-10
O=C(Nc1ccccc1)N1CC(=O)N2[C@H](CO)[C@@H](c3ccc(C#CC4CC4)cc3)[C@H]2C1	1	-4	-12	0.0	-1	23	1.6	/
COc1ccc(CCNC(=O)c2cc3c(=O)n4ccccc4nc3n(CCCN3CCOCC3)c2=N)cc1OC	0	/	14	0.0	-1	-7	3.3	4
CO[C@H]1CN(C)C(=O)c2ccc(NC(=O)C3CC3)cc2OC[C@H](C)N(C(C)=O)C[C@@H]1C	-4	/	16	0.3	-3	/	2.0	/
